# Compound activity as filed in PubChem BioAssay.
# mcGAS MS inh: inhibitors of Mus musculus cyclic GMP-AMP synthase, initial high-throughput assay, cell-free, RapidFire MS | inhibition, % at 12.5 µM | AID 1259397, 2018 | recombinant mouse cGAS, cGAMP by RapidFire MS | 0.18% of 130,000 active;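 active = inhibition of cGAS enzyme activity at or above 60%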;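 also: enzyme stimulated by 45 bp dsDNA with ATP and GTP substrates; cGAMP share of summed cGAMP plus half ATP and half GTP signals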
# Target sequence (Q8C6L5 whole entry, looked up): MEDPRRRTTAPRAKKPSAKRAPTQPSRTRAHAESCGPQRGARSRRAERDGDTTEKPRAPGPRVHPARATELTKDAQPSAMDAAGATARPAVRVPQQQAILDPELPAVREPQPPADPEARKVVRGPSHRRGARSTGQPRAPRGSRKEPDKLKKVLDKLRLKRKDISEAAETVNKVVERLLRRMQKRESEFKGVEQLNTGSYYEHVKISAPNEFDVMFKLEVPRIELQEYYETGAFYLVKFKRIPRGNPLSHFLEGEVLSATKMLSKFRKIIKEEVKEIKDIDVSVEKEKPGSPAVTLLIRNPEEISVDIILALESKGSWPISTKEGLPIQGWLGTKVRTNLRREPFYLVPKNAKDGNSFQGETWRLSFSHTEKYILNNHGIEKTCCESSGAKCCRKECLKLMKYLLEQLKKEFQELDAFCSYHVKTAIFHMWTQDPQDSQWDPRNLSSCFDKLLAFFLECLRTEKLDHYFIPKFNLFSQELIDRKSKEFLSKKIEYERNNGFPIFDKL
# The depositor's hits bear a star; & = joins results of further samples. Only part of the results is shown, so the mix of outcomes need not match the whole.
# A first look, 7 compounds:
SMILES,mcGAS MS inh
COc1ncc(C(=O)N2CCN3CCN(C)C(=O)C3C2)cn1 (centres undefined),-10
N#Cc1ccc(NC(=O)C(=O)Nc2nc(C3CC3)cs2)cc1Cl,-43
CN(CCc1ccccn1)C(=O)C1CC2(CCNCC2)CN1 (centres undefined),-2
CC(C)S(=O)(=O)N1CCCC2(CCNC2)C1 (centres undefined),-10
O=P(Nc1ccccc1F)(Oc1ccccc1F)Oc1ccccc1F,-10
O=C(Nc1ccc(Cl)c([N+](=O)[O-])c1)c1cccn(Cc2cccc(F)c2)c1=O,-4
C[C@@H]1C[C@@H]([C@H](O)CC2CC(=O)NC(=O)C2)C(=O)[C@@H](C)C1,-3

# Main list, from the first entry:
SMILES,mcGAS MS inh
COc1ncc(C(=O)N2CCN3CCN(C)C(=O)C3C2)cn1 (centres undefined),-10
N#Cc1ccc(NC(=O)C(=O)Nc2nc(C3CC3)cs2)cc1Cl,-43
CN(CCc1ccccn1)C(=O)C1CC2(CCNCC2)CN1 (centres undefined),-2
CC(C)S(=O)(=O)N1CCCC2(CCNC2)C1 (centres undefined),-10
O=P(Nc1ccccc1F)(Oc1ccccc1F)Oc1ccccc1F,-10
O=C(Nc1ccc(Cl)c([N+](=O)[O-])c1)c1cccn(Cc2cccc(F)c2)c1=O,-4
C[C@@H]1C[C@@H]([C@H](O)CC2CC(=O)NC(=O)C2)C(=O)[C@@H](C)C1,-3
CCc1cnc(N2CCC3(CCCNC3)C2)nc1 (centres undefined),-1
CC1=C(O)C(=O)[C@@H]2O[C@@H]2C1=O,7
Cc1nc(CN2C[C@H](c3ccccc3)[C@@H]3[C@H]2C2CCN3CC2)co1,-26
[O-][n+]1onc2c1CCC1N(O)CCC21O (centres undefined),-37
c1ccc(CCNCc2ccccc2)cc1,7
Cn1cc(C2=CCN(CCSc3ccccc3)CC2)cn1,1
C#C[C@@H]1CC2C3CCC4=C[C@@H](OC(C)=O)CCC4C3CC[C@]2(C)[C@H]1OC(C)=O (some centres undefined),0
O=c1n(Cl)c(=O)n(Cl)c(=O)n1Cl,11
COc1ccc(CCN(C)CC(C#N)CCC#N)cc1OC (centres undefined),-1
CCOc1c(OC)cc(CNCC(O)c2ccc(F)cc2)cc1OC (centres undefined),-62
CN1C(=O)CCS(=O)(=O)C1c1ccc(Cl)cc1 (centres undefined),3
O=C(c1ccc2c3c(cccc13)CC2)C1CCCN(C2CCOCC2)C1 (centres undefined),4
COc1ccccc1[C@H]1CN(C(=O)c2sc(C)nc2C)[C@@H]2C3CCN(CC3)[C@H]12,-41
CCOC1CC(N(C)CC(O)COC)C1(C)C (centres undefined),-15
CCC(C)C(=O)O[C@H]1[C@H](O)C2C(CN3CC(C)CCC3[C@@]2(C)O)C2C[C@]34O[C@]5(O)C(OC(=O)C(C)(O)C(C)O)CC[C@@]3(C)C5C(OC(C)=O)[C@@H](OC(C)=O)C4[C@@]21O (some centres undefined),-2
Cc1c(CC(=O)N2CCN(C(C)C)CC2)cnn1-c1ccccc1,-17
CCOC(=O)C1(c2ccccc2)CCN(CCC(C#N)(c2ccccc2)c2ccccc2)CC1,-9
NP(=O)(OCC(F)(F)F)Oc1ccc(Cl)cc1 (centres undefined),-3
CC(=O)c1cccc(NC(=O)c2cccn(Cc3c(F)cccc3Cl)c2=O)c1,-3
COc1ccc(NC2=NC(C)(C)CS2)cc1,-15
O=c1cc(CN2CCC3CCCCC3C2)nc2ccc(Br)cn12 (centres undefined),-8
Cc1ccnc(CC(C)N(C)Cc2cccnc2NC(=O)C(C)(C)C)c1 (centres undefined),-8
CN1C(=O)CN=C(c2ccccc2)c2cc([N+](=O)[O-])ccc21,-11

# A section from the list above, for reference:
SMILES,mcGAS MS inh
O=c1cc(CN2CCC3CCCCC3C2)nc2ccc(Br)cn12 (centres undefined),-8
Cc1ccnc(CC(C)N(C)Cc2cccnc2NC(=O)C(C)(C)C)c1 (centres undefined),-8
CN1C(=O)CN=C(c2ccccc2)c2cc([N+](=O)[O-])ccc21,-11

# Ordered by SMILES length (low to high): 4 of the compounds above
SMILES,mcGAS MS inh
CCOC1CC(N(C)CC(O)COC)C1(C)C (centres undefined),-15
CN1C(=O)CCS(=O)(=O)C1c1ccc(Cl)cc1 (centres undefined),3
CCOc1c(OC)cc(CNCC(O)c2ccc(F)cc2)cc1OC (centres undefined),-62
O=C(c1ccc2c3c(cccc13)CC2)C1CCCN(C2CCOCC2)C1 (centres undefined),4

# Going on with the list.
SMILES,mcGAS MS inh
CCc1c(CN2CCN(CC)CC2)csc1C,-3
CN1CCN2CCN(C(=O)c3cccc(=O)[nH]3)CC2C1=O (centres undefined),-37
N#Cc1ccc(Cl)cc1NC(=O)c1cccn(Cc2ccc(Cl)cc2)c1=O,-4
COCc1cc(CNC(C)Cc2ccccc2F)n[nH]1 (centres undefined),-5&10
CC(Cc1cccnc1)NC1CCN(c2ccc(C(=O)N(C)C)cc2)CC1 (centres undefined),-5
O=C(NP(NC(=O)c1ccccc1)C12CC3CC(CC(C3)C1)C2)c1ccccc1,-7
N#CC(C#N)=Cc1ccc(-c2ccc(F)cc2)o1,-11
CCC(C)C(=O)c1c(O)c(C)c2oc3c(C)c(O)c(C(=O)C(C)CC)c(O)c3c2c1O (centres undefined),-8
CC(=O)NS(=O)(=O)c1ccc(NC(=O)c2cccn(Cc3ccccc3)c2=O)cc1,-2
COC(=O)Cc1ccc(C(=O)NP(=O)(N2CCOCC2)N2CCOCC2)n1C,-7
C=CC[C@]1(O)CCC2C3CCC4=CC(=O)CCC4=C3C=C[C@@]21C (some centres undefined),-12
COc1ccc2cc(-c3[nH]ncc3CNC(C)Cc3cccs3)ccc2c1 (centres undefined),-4
CN1CCN2CCN(Cc3cnn4cccnc34)CC2C1 (centres undefined),-6
CC(N)Cc1c[nH]c2ccc(OCc3cccs3)cc12 (centres undefined),-8
O=C(c1cnc2cccnn12)N1C[C@H](c2ccccc2)[C@@H]2[C@H]1C1CCN2CC1,-10
CC1CCCC2CCCN(Cc3nc4c(cnn4C)c(=O)[nH]3)C12 (centres undefined),2
CCc1ocnc1C(=O)N1CCC2(CC1)OCC(C)O2 (centres undefined),-4
Cc1ccc(C)c(Cn2cccc(C(=O)Nc3ccccc3C#N)c2=O)c1,-6
O=C(NCc1cnc2ccccc2c1)C1CC2(CCNCC2)CN1 (centres undefined),-3
COP(=O)(OC)C(NC(=O)C(C)(C)C)=C(Cl)Cl,-3
Cc1ccnn1-c1ccc(C(=O)N2CCC(C(=O)O)(c3ccccc3)CC2)cc1,11
Nc1ccc(Oc2ccc(N)cc2)cc1,-7
Cc1nc2sccn2c1C=C(C#N)C#N,15
O=C1CCCCC1=P(S)(c1ccccc1)N1CCOCC1 (centres undefined),1
CCOc1cc(C2SCC(=O)Nc3n[nH]c(C)c32)ccc1O (centres undefined),-14
CC(C)Cc1cc(C(=O)N2CCC3(CC2)C(=O)NCCN3C)on1,-23
Cc1cc(OCC(=O)N2CCN(CCN3CCNC3=O)CC2)ccc1C(C)C,-10
C[C@]12N[C@H](Cc3ccccc31)c1ccccc12,-4
Nc1ccc2c(c1)Cc1ccccc1-2,54
O=C1CCCN1CC#CCN1CCCC1,-3

# Fetched one by one from the entries so far, five records:
SMILES,mcGAS MS inh
Cc1nc2sccn2c1C=C(C#N)C#N,15
Nc1ccc(Oc2ccc(N)cc2)cc1,-7
Cc1ccc(C)c(Cn2cccc(C(=O)Nc3ccccc3C#N)c2=O)c1,-6
O=C1CCCN1CC#CCN1CCCC1,-3
Nc1ccc2c(c1)Cc1ccccc1-2,54

# Additional compounds follow.
SMILES,mcGAS MS inh
O=C1NCC(=O)N2CCN(Cc3cnc(-c4ccco4)nc3)CC12 (centres undefined),-11
CCC(C)n1[nH]c(=O)c2c1NC(=O)CSC2c1ccc(Cl)cc1Cl (centres undefined),-8
Cc1cc([N+](=O)[O-])c(Cl)cc1NC(=O)c1ccc(C(C)C)cc1,-2
NC(=O)CN=Cc1c(O)[nH]c(=O)[nH]c1=O,-14
COc1cc(C=NNc2ccccn2)ccc1OP(=S)(c1ccncc1)c1ccncc1,-15
CCSc1nc(NCC(C)C)c2cnn(CCN)c2n1,-4
CC(C(=O)Nc1ccc(C#N)cc1)N1CC=C(c2ccccc2)CC1 (centres undefined),-11
CN(C)P(=O)(C(Cl)=C(N1CCCCC1)N1CCCCC1)N(C)C,24
N=C1C(NO)=NC(c2ccccc2)N1O (centres undefined),-22
C[N+]12CCC(CC1)C(OC(=O)C(O)(c1ccccc1)c1ccccc1)C2 (centres undefined),-6&1
COC(=O)CP(=O)(O)O,6
Cc1cc(C)c(CNc2cnc3ccccc3n2)c(=O)[nH]1,5
CC12CCC(=O)C=C1CCC1C2CCC2(C)C1CCC2(O)CC#N (centres undefined),2
C[C@]12Cc3cn[nH]c3C[C@@H]1CC[C@@H]1[C@@H]2CC[C@@]2(C)[C@H]1CC[C@]2(C)O,-12&10
Clc1nc(N2CCNCC2)c2[nH]cnc2n1,-5
Cn1ccnc1-c1ccc(N2C[C@@H]3C[C@@H](C2)c2cccc(=O)n2C3)nn1,-8
COc1ccc(F)c(-c2ccc3c(c2)CNCC3)c1,-13
CC(C)=CCCC1(C)C=Cc2c(O)c3c(c(CC=C(C)C)c2O1)OC12C(CC4CC1C(C)(C)OC2(C/C=C(/C)C(=O)O)C4O)C3=O (centres undefined),3
Cc1ccc(C)c(Cn2cccc(C(=O)Nc3nccs3)c2=O)c1,-6
CCc1ccccc1NC(=O)c1cccn(Cc2ccccc2C)c1=O,-6
CC(C)(C)P(=O)(c1ccncc1)N1CCCCCC1 (centres undefined),-2
Clc1ccccc1C1NCc2ccccc2-n2cccc21 (centres undefined),-19
Clc1ccc(C(c2ccc(Cl)cc2)C(Cl)(Cl)Cl)cc1,-7
COc1ccc(N2CCN(Cc3cc(C)c(C)cc3O)CC2)cc1,-18
Brc1ccc2nc(N3CCNCC3)sc2c1,2
COC(=O)C1(OC(=O)c2cc(OC)c(OC)c(OC)c2)CC2CCC(C1)N2C (centres undefined),-2
FC(F)(F)c1cccc(N2CCNCC2)c1,7
CC(C)NNP(=S)(NNC(C)C)c1ccccc1,-5
CSCCC(=O)N1C2CCC1c1ccccc12,0
CCOC(=O)[C@@]12C(=O)C(=O)N[C@]1(c1ccccc1)C1C=CCCC12 (some centres undefined),-6
COc1ccc(C(N)Cc2ccccc2C)cc1OC (centres undefined),-12&8
CCOC(=O)C1C(=O)C2CCN1CC2 (centres undefined),-5
Cc1cc(C(=O)OC(C)C(=O)NCCc2ccccc2)c(C)n1C1CC1 (centres undefined),-4
CCOP(S)(=NN(Cc1ccccc1)C(=O)c1ccccc1)OCC,-8
CCCN1C2CCC1CC(OC(=O)c1ccccc1)C2 (centres undefined),-9
Cc1ccc(N2CCCNCC2)nn1,-1
N#Cc1ccc(NCC(=O)N2CCCC2)cc1C(F)(F)F,-6
O=C(Nc1ccc(Br)cc1)c1cc(Br)cc(Br)c1O,47
Cc1cc(C)c(C2=NCCN=C(C(F)(F)F)C2)c(=O)[nH]1,2
CC(Cc1ccc(Cl)cc1)NC(=O)C(C)n1cncn1 (centres undefined),-14
CSc1nc(C)cc(N2CCN3CCN(C)C(=O)C3C2)n1 (centres undefined),-15
CCn1nc(C)c(CNC(C)Cn2ccnc2)c1C (centres undefined),-18
Cn1cncc1-c1cccc2c1CCNC2,-24
CC(=O)Nc1cccc(CNc2ccc(C#N)c(Cl)c2)c1,-4
FC(F)(F)CCc1ccnc(N2CCCN3CCC[C@H]3C2)n1,-2
Cc1ccc(CN2[C@@H]3CC[C@H]2CN(C)C(=O)C3)s1,-15
O=C(Nc1cccnc1)c1cccn(Cc2ccccc2Cl)c1=O,-9
CN1C(=O)C(C2c3ccccc3Oc3c2c(=O)n(C)c(=O)n3C)C(=O)N(C)C1=O (centres undefined),-6
COc1cccc(CC(C)NCc2n[nH]c3c2CCCCC3)c1 (centres undefined),-7
Cc1ccc(N=P(N(C)C)(N(C)C)C(C)(C)C)c(C)c1,-8
COc1cc2c(cc1OC)[C@@H]1C(=O)c3ccc4c(c3O[C@@H]1CO2)CC(C(C)C)O4 (some centres undefined),-8
CC(C)(C)NC(=S)N1CCn2cccc2C1c1cccnc1 (centres undefined),-5
FC1(F)Oc2cccc(C3NCCc4[nH]cnc43)c2O1 (centres undefined),-10
NC(N)=NOCC[C@H](N)C(=O)O,11
Cc1c(O)c(O)cc2c1CC=C1[C@@]2(C)CC[C@@]2(C)C3C[C@](C)(C(=O)O)CC[C@]3(C)CC[C@]12C (some centres undefined),-13
CC(NC1CCC2CCCCC2C1)C(O)c1ccc(O)cc1 (centres undefined),-7
Cc1ccc(C)c(Cn2cccc(C(=O)Nc3cccc(C)c3C)c2=O)c1,-11
CCOC(=O)N1CCN(C2CCCN(C(=O)Cc3ccccc3OC)C2)CC1 (centres undefined),-6
CCC(C)OC(=O)c1c(N)n(CCCOC)c2nc3ccccc3nc12 (centres undefined),-11
COC(=O)C1C2c3ccccc3OCC23CC2N(c4ccccc4)C12O3 (centres undefined),-39

# (more compounds)
SMILES,mcGAS MS inh
Cc1cccnc1CC(C)N(C)Cc1nc[nH]c1C (centres undefined),-13
NC(=O)C(F)(Br)C(F)(F)F (centres undefined),-30
Cc1cc(NC(=O)c2cccn(Cc3ccc(C(F)(F)F)cc3)c2=O)no1,-1
C=CCS(=O)(=O)N1CCN2CCNC(=O)C2C1 (centres undefined),-35
O=C1CCO1,0
CCOP(=O)(C#CC(C)(C)C)C1(O)CCCCC1 (centres undefined),1
CCN1CCN(Cc2csc(C)c2C)CC1,-7
Cc1ccc2c(c1)Cc1c(C(=O)NC3CCCCC3)nn(-c3ccc(Cl)cc3Cl)c1-2,-14
O=C(COc1ccc(Cl)cc1)N1CCCC(N2CCN(c3ccccc3F)CC2)C1 (centres undefined),-6
C(=NNC1=NCCCCC1)c1c[nH]c2ccccc12,-5
